TrxR1 substrate: is turned over as a substrate by rat TrxR1. purified TrxR1 substrate turnover, NADPH consumption readout. Potency, µM (highest dose often 114 µM), inactives show at the top dose activity change, negative = substrate turnover. hit rate 0.01% among 390,000; note: potency is the fitted concentration of half-maximal effect; % is set by controls: 0 for no effect and ±100 for the full control effect; nearly all actives have a fitted effect of over 50% in size
Target sequence (O89049 whole entry, looked up): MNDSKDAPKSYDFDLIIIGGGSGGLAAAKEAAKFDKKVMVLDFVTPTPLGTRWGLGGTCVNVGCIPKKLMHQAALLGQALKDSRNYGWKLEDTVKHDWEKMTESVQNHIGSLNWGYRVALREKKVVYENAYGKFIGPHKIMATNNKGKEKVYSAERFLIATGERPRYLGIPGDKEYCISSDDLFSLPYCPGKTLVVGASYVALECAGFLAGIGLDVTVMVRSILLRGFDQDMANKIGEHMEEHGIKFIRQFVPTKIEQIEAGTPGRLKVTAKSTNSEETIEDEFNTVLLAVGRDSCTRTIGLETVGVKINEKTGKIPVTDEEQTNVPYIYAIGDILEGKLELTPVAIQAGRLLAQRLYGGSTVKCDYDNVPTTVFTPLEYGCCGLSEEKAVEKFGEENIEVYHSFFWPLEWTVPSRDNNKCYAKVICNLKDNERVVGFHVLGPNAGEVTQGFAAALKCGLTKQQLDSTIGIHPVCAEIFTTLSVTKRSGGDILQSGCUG
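Rat TrxR1, dispensed at 90 nM, was prereduced with 400 uM NADPH (final) for 5 min at ~22 deg C, then incubated with compound 15 min before 400 uM selenite. A first-read NADPH fluorescence drop versus no-compound background flagged substrates.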
Glioma ERSR ind: induces the endoplasmic reticulum stress response in human glioma cells; hit rate 0.02% among 420,000; U87-MG GRP78 promoter luciferase reporter, 16 h; Potency, µM, without a hit: at the highest dose activation, most hits filed as activators; note: potency is the fitted concentration of half-maximal effect; series mostly up to about 76 µM; % of control where 0% means no effect; nearly all actives have a fitted effect of over 35% in size
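Stably transfected U87-MG human glioma cells carrying a GRP78-based luminescent sensor were seeded at 1000 cells/well, pin-dosed with compounds and incubated 16 h. Luciferase reagent was then added, and end-point luminescence was read after 10 min at room temperature.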
Vif-A3G inh: inhibitors of Vif-APOBEC3G interaction | HeLa A3G-eYFP + Vif (tagged APOBEC3G with the HIV-1 protein that degrades it), YFP fluorescence, overnight | Potency, µM (series often up to 46.1 µM), for inactives: at the top dose activity, negative = active, hits mostly inhibitors | hit rate 0.076% among 410,000 | AID 602310;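 note: potency is the fitted concentration of half-maximal effect; % is set by controls: 0 for no effect and ±100 for the full control effect; nearly all actives have a fitted effect of over 60% in size; hits raise eYFP signal because A3G escapes Vif-driven loss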
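HeLa cells stably expressing Vif and C-terminally eYFP-tagged A3G, seeded overnight at 37 deg C, then exposed to compound by pintool overnight at 37 deg C. Rise in yellow fluorescence (Ex 488/Em 500-530, Acumen) marks blocked Vif-driven A3G degradation.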
IDH1 R132H inh: blocks human mutant IDH1 R132H enzyme; O75874; IDH1-R132H enzyme, NADPH consumption, diaphorase/resazurin fluorescence; Potency, µM (titrated, usually from 76.6 µM), for the others: top-dose activity change, negative = inhibition, usual class: inhibitors; hit rate 0.093% among 390,000; AID 602179; note: potency is the fitted concentration of half-maximal effect; % is set by controls: 0 for no effect and ±100 for the full control effect; nearly all actives have a fitted effect of over 65% in size
Target sequence (O75874 whole entry R132H, stated change not applied): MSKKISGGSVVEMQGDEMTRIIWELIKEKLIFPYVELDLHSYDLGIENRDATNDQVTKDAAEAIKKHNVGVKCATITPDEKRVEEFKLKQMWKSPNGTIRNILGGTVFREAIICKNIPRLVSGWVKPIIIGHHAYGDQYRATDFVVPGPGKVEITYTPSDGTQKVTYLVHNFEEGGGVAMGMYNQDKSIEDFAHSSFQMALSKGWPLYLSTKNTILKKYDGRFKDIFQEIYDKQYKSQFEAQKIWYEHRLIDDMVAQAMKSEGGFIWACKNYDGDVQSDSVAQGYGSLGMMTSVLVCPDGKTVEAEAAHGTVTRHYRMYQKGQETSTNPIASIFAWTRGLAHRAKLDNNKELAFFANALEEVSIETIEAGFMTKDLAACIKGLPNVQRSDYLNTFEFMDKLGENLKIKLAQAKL
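IDH1-R132H (0.5 ug/mL dispensed) in pH 7.5 Tris buffer was preincubated 30 min with compound, then given a substrate mix of 0.016 mM NADPH and 2 mM alpha-KG for 80 min at room temperature; remaining NADPH was read by diaphorase/resazurin fluorescence.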
RXFP1 agonist: agonists of human relaxin receptor RXFP1; Q9HBX9; Potency, µM (top dose mostly 57.5 µM), for the others: at the top dose activation, usual class: activators; AID 2676; hit rate 0.3% among 370,000; HEK293T-RXFP1 cAMP TR-FRET, 30 min; response scale: percent of porcine relaxin response, buffer zero; note: potency is the fitted concentration of half-maximal effect; % is set by controls: 0 for no effect and ±100 for the full control effect; nearly all actives have a fitted effect of over 60% in size; many of its hits are not listed in these tables
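cAMP rise read by TR-FRET after 30 min, 37C compound exposure (up to 58 uM) in RXFP1-transfected HEK293 cells with Ro 20174 present. EC50 from Hill-equation fits, with 29 nM porcine relaxin as 100% and buffer as basal.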
LDHA inh: inhibitors of human lactate dehydrogenase A | P00338 | purified LDHA, NADH/diaphorase-resazurin fluorescence; active compounds read low | activity change, % (values are at about 110 or 230 µM) | hit rate 0.15% among 480,000; in the data active = activity change below about -30%; inconclusive = mostly about -25% to -30%;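 note: plate controls were DMSO wells for no effect and wells without enzyme for full effect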
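Resorufin fluorescence (ex540/em590), read at 0 and 20 min after diaphorase/resazurin addition, reports the NADH left after a 5 min room-temperature reaction of 2 nM human LDH5 with 0.06 mM NADH and 0.2 mM pyruvate.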
USP1-UAF1 inh: USP1/UAF1 (human) deubiquitinase inhibition. hit rate 0.23% among 390,000. recombinant USP1/UAF1, Ub-Rhodamine cleavage fluorescence. O94782. Potency, µM (doses to about 57.1 µM), for the others: at the top dose activity change, negative = inhibition, usual class: inhibitors; note: potency is the fitted concentration of half-maximal effect; % is set by controls: 0 for no effect and ±100 for the full control effect; nearly all actives have a fitted effect of over 60% in size; inactives centre near -12
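USP1/UAF1 complex at 1 nM was preincubated with compound for 15 min at room temperature, then Ub-Rho substrate (150nM final) was added. Fluorescence (480/540 nm) was read kinetically, 6 reads every 60 seconds.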
Vif-A3F inh: Vif-A3F binding inhibition; HeLa A3F-eYFP + Vif (tagged APOBEC3F with the HIV-1 protein that degrades it), YFP fluorescence increase; Potency, µM (titrated, usually from 46.1 µM), inactives show at the highest dose activity, negative = active; hit rate 0.2% among 390,000; AID 602313; note: potency is the fitted concentration of half-maximal effect; % of control where 0% means no effect; nearly all actives have a fitted effect of over 65% in size
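HeLa cells stably expressing Vif plus C-terminally eYFP-tagged A3F were seeded, incubated overnight at 37 deg C, dosed with compound, incubated overnight again at 37 deg C. Yellow fluorescence (Ex 488/Em 500-530) reported blocked Vif-mediated A3F-eYFP degradation.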
PI4K2A inh: PI4K2A (human) kinase inhibition; Q9BTU6; purified PI4K2A, ADP-Glo luminescence, 1 h; active compounds read low; activity change, negative = inhibition, % at 76.9 µM; hit rate 0.13% among 420,000; in the data active = activity change below about -50%; inconclusive = mostly about -30% to -49%;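 note: -100% = wells without enzyme as full effect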
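In this quantitative HTS, ADP production by PI4K2A was quantified luminescently after 1 h at ambient temperature; 100 microM adenosine served as plate-quality control.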
* marks the source's active call; other numbers are inactive results; ? = inconclusive; . = no result given; [ ] = remark or other dose. Unless noted, calls come from the whole dose curve; as a rule, active = well fitted curve in the direction sought with a large enough effect; inconclusive = small, poorly fitted or top-dose-only effect, or another doubt; inactive = no such curve, though single readings can be large; an effect the other way counts as inactive or inconclusive. Not all compounds are listed. The share of hits here may be higher or lower than overall.

SMILES	TrxR1 substrate	Glioma ERSR ind	Vif-A3G inh	IDH1 R132H inh	RXFP1 agonist	LDHA inh	USP1-UAF1 inh	Vif-A3F inh	PI4K2A inh
O=C(Nn1cnnc1)C(Sc1ccccc1)c1ccccc1 (stereo not drawn)	-3%	-4%	0%	3%	1.1%	3	-4%	-1%	-2
CC1CCC(NC(=O)CNC(=O)Cc2cccc3ccccc23)CC1 (stereo not drawn)	12%[57.1 µM]	5%	-7%	8%	-2.0%	0	-18%	-3%	7
CC(=O)Nc1cccc(NC(=O)CSc2nnc(NC(=O)c3ccco3)s2)c1	0%	-3%	-5%	-3%	-1.0%	-8	-21%	7%	-7
CCOc1ccc(Nc2nc(-c3sc(N)nc3C)cs2)cc1	-5%	6%	1%	-10%	-1.6%	3	-19%	1%	-4
Cc1nc2cc(-c3ccc(Cl)cc3)nn2c(NCCN(C)C)c1C	-1%	4%	2%	4%	16%	1	-15%	?	3
Cc1cccc(CCN(C(=O)Cc2cccs2)C(C(=O)NC2CCCCC2)c2cccnc2)c1 (stereo not drawn)	6%	-2%	0%	-6%	2.5%	-3	-9%	3%	5
O=C(Nc1cc(-c2nc3ncccc3o2)ccc1Cl)c1ccc([N+](=O)[O-])o1	1%	1%	-1%	7%	2.2%	2	-6%	?	-3
Cc1ccc(-n2c(SCC(=O)N3CCCc4ccccc43)nc3c([nH]c4ccccc43)c2=O)cc1	3%[57.1 µM]	2%	-4%	14%	-0.4%	0	-11%	0%	-2
O=C(CN(C(=O)c1ccc(Cl)cc1Cl)N1C(=O)C2C3C=CC(C3)C2C1=O)c1ccc(F)cc1 (stereo not drawn)	1%	-5%	-6%	12%	.	-2	-17%	-5%	-2
COc1cccc(NC(=O)CSc2cc(C)[nH]c(=O)n2)c1	4%[57.1 µM]	0%	4%	3%	0.5%	-3	-18%	-6%	-2
CCOC(=O)c1[nH]c(C)c(C)c1C	-8%	-3%	4%	7%	1.5%	-4	-9%	.	5
COc1ccc(NC(=O)C[C@H]2C(=O)N(c3ccc(OC)cc3)C[C@@H]2C)cc1	.	-5%	0%	-7%	.	-8	-1%	-3%	-1
CC(=O)c1c(C)[nH]c(C(=O)N2CCN(c3cc(Cl)ccc3C)CC2)c1C	-5%	-5%	?	-7%	0.3%	-16	-11%	-5%	-8
Cc1cc(C)nc(NN=C2CCCC2)n1	-1%	-1%	-3%	8%	0.7%	-7	-21%	5%	0
Cc1cc(OCC(=O)Nc2sc3c(c2C#N)CCC(C)C3)ccc1Cl (stereo not drawn)	5%	-1%	1%	-26%	-0.3%	-10	-23%	1%	0
CC(Nc1cccc(C(=O)NC2CC2)c1)c1nnc(-c2ccccc2)o1 (stereo not drawn)	-1%	0%	-2%	-7%	.	-2	10%	-9%	-3
CCn1c(=O)cc(SCC(=O)Nc2cc(OC)c(OC)c(OC)c2)c2ccccc21	-7%	-6%	-16%	2%	6.8%	-3	-15%	-2%	5
CCCNC(=O)c1cccc(COc2ccccc2OC)c1	5%	-11%	-2%	7%	-0.4%	-9	-20%	-3%	-2
COc1ccccc1CNC(=O)C1CCCN(c2nc3ccccc3n3cccc23)C1 (stereo not drawn)	-7%	-4%	-7%	-15%	0.4%	?	?	-2%	-1
CSCCC(NC(=O)COc1ccccc1)C(=O)N1CC(C)CC(C)C1 (stereo not drawn)	4%	-2%	-3%	25%	1.6%	-2	-18%	5%	2
c1ccc2c(c1)-c1ccccc1C2N1CCOCC1	-5%[57.1 µM]	1%	-7%	8%	.	4	-1%	0%	5
NCC(=O)NCC(=O)OCc1ccccc1	-1%	-6%	0%	1%	-0.2%	-1	-17%	4%	-3
CCN(CC)c1ccc(/C=C/c2ccnc3ccccc23)cc1	-10%	6%	11µM*	.	.	4	.	.	.
O=C(OCCc1cc2ccccc2c(=O)o1)c1ccc(C(F)(F)F)cc1	-3%[57.1 µM]	-3%	2%	1%	-0.9%	-1	-6%	2%	9
COc1cc(Cl)cc(/C=N\NC(=O)c2ccc3c(c2)OCO3)c1O	.	?	-10%	0%	.	-12	-2%	-20%	-5
SMILES	TrxR1 substrate	Glioma ERSR ind	Vif-A3G inh	IDH1 R132H inh	RXFP1 agonist	LDHA inh	USP1-UAF1 inh	Vif-A3F inh	PI4K2A inh
O=C(c1ccc([N+](=O)[O-])s1)N1CCCc2ccccc21	-9%	0%	?	3%	1.7%	-5	-24%	4%	-1
CN(C(=O)c1ccc2c(Cl)c3c(nc2c1)CCC3)c1ccccc1F	-4%	1%	-3%	-12%	1.5%	4	-22%	-2%	-5
O=C(NCCCn1ccnc1)/C(=C\c1ccco1)NC(=O)c1ccco1	-1%	-4%	2%	-5%	-2.7%	-2	-7%	2%	5
CC(=O)c1sc2nc(=O)c(C)nn2c1C	10%[57.1 µM]	0%	0%	1%	3.3%	-10	8%	-1%	3
NNC(=S)NC1CCS(=O)(=O)C1 (stereo not drawn)	16%[57.1 µM]	-4%	2%	3%	-2.5%	-8	2%	6%	-6
COc1ccc(Br)cc1/C=N/n1c(COc2ccccc2)n[nH]c1=S	4%	-3%	2%	4%	-0.4%	-7	-21%	0%	-6
COc1ccc(/C=C2\SC(=O)N(CCC(=O)N(C)C3CCS(=O)(=O)C3)C2=O)cc1 (stereo not drawn)	-5%	-1%	-1%	-1%	2.6%	-6	-10%	-3%	-1
Cc1ccccc1NC(=O)NNC(=O)OC(C)(C)C	2%	-3%	0%	10%	1.3%	-3	-12%	2%	1
CCC(CC)n1[nH]c(=O)c2c(C)cc(C)nc21	3%	-4%	3%	9%	0.4%	-5	-1%	1%	-3
CCOc1cc(C(=O)Nc2ccc(C)cc2O)ccc1OCC(=O)N1CCOCC1	-14%	-6%	-2%	14%	1.1%	12	-17%	-12%	0
N#Cc1ccsc1NC(=O)CN1CCN(c2ccc(O)cc2)CC1	6%[0.457 µM]	0%	0%	3%	-0.1%	22	-16%	-1%	-22
Cc1ccc(NC(=O)c2sc(Cl)nc2C)c(C)c1	5%	-1%	-4%	4%	1.6%	2	-7%	3%	1
CCOC(=O)C1CCCN(CC(O)COc2ccc(OC)cc2C(C)(C)C)C1 (stereo not drawn)	2%[57.1 µM]	-5%	-6%	-2%	1.7%	-13	-19%	3%	9
O=C1C2C3C=CC(C4CC34)C2C(=O)N1Cc1ccco1 (stereo not drawn)	11%[0.0914 µM]	1%	0%	4%	1.0%	-3	6%	-4%	0
CCNC(=S)NNC(=O)c1cccn(Cc2ccc(Cl)cc2Cl)c1=O	-2%	-3%	0%	3%	-1.2%	-2	?	-16%	0
COc1ccc(CNS(=O)(=O)c2ccc3c(c2)CCN3C(=O)C2CCC2)cc1	-1%	-6%	1%	0%	0.0%	-18	-27%	5%	-4
Cc1ccc2oc(-c3cccc(NC(=O)COc4ccc(Cl)cc4C)c3C)nc2c1	4%	0%	2%	.	.	4	.	.	.
CC(=O)N1CCc2cc(Br)cc(S(=O)(=O)CCC(=O)N3CCN(c4ccccn4)CC3)c21	-2%	-3%	-8%	-2%	-0.3%	-4	-5%	-1%	2
COc1ccc(C(=O)O)cc1S(N)(=O)=O	12%[57.1 µM]	-7%	8%	3%	-0.1%	-4	-3%	-3%	-16
CCNC(=O)C1CCCN(C(=O)c2cccc3ccccc23)CC1 (stereo not drawn)	.	-1%	-2%	.	.	-6	.	.	-1
Cc1ccc(S(=O)(=O)NCCc2nnc3ccc(NCCCOC(C)C)nn23)cc1	4%	-4%	3%	1%	1.1%	-6	-6%	1%	5
COc1ccc(S(=O)(=O)NC(C)c2ccccc2)cc1C(=O)N1CCCCC1 (stereo not drawn)	-9%	-4%	2%	-3%	3.6%	-3	7%	3%	-3
COC(=O)c1ccc(S(=O)(=O)NCc2ccc(S(N)(=O)=O)cc2)n1C	-2%[57.1 µM]	-3%	1%	-7%	-1.7%	-7	5%	7%	2
FC(F)(F)c1ccc(-c2nnc(-c3ccccn3)c(-c3ccccn3)n2)nc1	-4%[57.1 µM]	-3%	-3%	0%	0.1%	-1	2%	0%	-5
CCOCCn1ccc2c(OCC(=O)Nc3cccc(F)c3)cccc2c1=O	-1%[57.1 µM]	0%	-1%	-2%	2.9%	-5	-22%	-3%	4
CCN(C(=O)CSc1cc(C)c2ccccc2n1)c1c(N)n(Cc2ccccc2)c(=O)[nH]c1=O	0%	0%	10%	-9%	1.3%	-2	-10%	-10%	-2

Assay outcomes as filed in PubChem.
